# Bioassay records deposited in PubChem by National Center for Advancing Translational Sciences (NCATS).
# G9a block = G9a (human) methyltransferase inhibition; Q96KQ7; G9a H3K9 monomethylation, AlphaScreen, 2 h; Potency, µM (highest dose often 102 µM), without a hit: at the top dose activity, negative = inhibition, actives largely listed as inhibitors; hit rate 8.8% among 350,000; further: potency means the concentration at half of the fitted maximal effect; on the % scale 0 is the no-effect control and ±100 the full control effect; nearly all actives have a fitted effect of over 75% in size
# Target sequence (Q96KQ7 913-1193 limits assumed): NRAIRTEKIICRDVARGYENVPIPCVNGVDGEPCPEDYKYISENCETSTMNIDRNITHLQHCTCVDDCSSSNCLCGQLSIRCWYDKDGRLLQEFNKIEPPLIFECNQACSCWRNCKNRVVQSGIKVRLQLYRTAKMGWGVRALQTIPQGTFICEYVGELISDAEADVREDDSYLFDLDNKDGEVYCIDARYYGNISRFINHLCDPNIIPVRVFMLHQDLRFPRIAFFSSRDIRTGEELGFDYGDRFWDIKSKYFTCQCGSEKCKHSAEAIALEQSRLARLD
#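 Chemiluminescent proximity detection of H3K9 monomethylation, read after 10 min bead incubation in the dark. Reaction: 20 nM G9a, 500 nM biotin-H3K9 peptide, 20 uM SAM cofactor, 2 h, room temperature, following 15 min enzyme-compound preincubation.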
# Pin1 inh = blocks the human prolyl isomerase Pin1. Potency, µM (titrated, usually from 115 µM), without a hit: at the top dose activity, negative = inhibition, most hits filed as inhibitors. Pin1 FP peptide displacement, HiFluor488, 10 min. hit rate 0.009% among 390,000; active means well fitted inhibition curve with a large enough effect in the polarisation, with a control signal flat, not every such curve was filed as active; inconclusive means small, poorly fitted or top-dose-only effect, or effect the other way, or a change in a side signal; inactive means no such curve, though single readings can be large or run the other way; the % refers to the polarisation; further: potency means the concentration at half of the fitted maximal effect; on the % scale 0 is the no-effect control and ±100 the full control effect
# GLS inh = glutaminase GLS (human) inhibition; O94925; GLS enzymatic activity, qHTS titration; Potency, µM (top dose mostly 45.5 µM), inactives show top-dose activity change, negative = inhibition, actives largely listed as inhibitors; hit rate 0.21% among 410,000; further: potency means the concentration at half of the fitted maximal effect; on the % scale 0 is the no-effect control and ±100 the full control effect
#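 hKGA in 45 mM KH2PO4 pH 8.2, 0.02% Tween-20 with pin-transferred compounds; 1 mM L-glutamine (stock) plus glutamate oxidase/HRP/Amplex Red coupling added. Fluorescence read initially and after 30 min at RT.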
# PGK inhibitor = inhibitors of T. brucei phosphoglycerate kinase; P07378; PGK/GAPDH coupled, Kinase-Glo luminescence, 60 min; Potency, µM (highest dose often 57.5 µM), inactives show at the top dose activity change, negative = inhibition, hits mostly inhibitors; hit rate 0.043% among 380,000; AID 602233; further: potency means the concentration at half of the fitted maximal effect; on the % scale 0 is the no-effect control and ±100 the full control effect; nearly all actives have a fitted effect of over 60% in size
#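 Luminescent ATP detection (Kinase-Glo Plus) follows a 60-minute room-temperature incubation, with wells lacking PGK as controls. Buffer: 100 mM TEA (pH 7.6), 5 mM MgCl2, 0.01% Tween-20. Coupling enzyme GAPDH (100 nM final) supplies unstable 1,3-BPG in-well.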
# BAZ2B block = inhibitors of human BAZ2B bromodomain; AlphaScreen BAZ2B-H3K14Ac peptide displacement; AID 504333; hit rate 4.4% among 360,000; Potency, µM (titrated, usually from 114 µM), for inactives: at the highest dose activity change, negative = inhibition, most hits filed as inhibitors; further: potency means the concentration at half of the fitted maximal effect; on the % scale 0 is the no-effect control and ±100 the full control effect; nearly all actives have a fitted effect of over 60% in size
#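 BAZ2B 50 nM plus b-H3(5-23)K14Ac 50 nM, PBS pH 7.4/0.01% Tween-20, 30 min RT; compound added (max 110 uM), 30 min RT; streptavidin donor/Ni-chelate acceptor beads 10 ug/mL final, 20 min dark; AlphaScreen read.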
# HP1b chromo inh = inhibitors of HP1-beta chromodomain binding to methylated histone tails. AID 540317. P83916. hit rate 0.56% among 390,000. Potency, µM (highest dose often 114 µM), for the others: at the highest dose activity change, negative = inhibition, hits mostly inhibitors. AlphaScreen HP1-beta / biotin-H3K9me3 peptide binding; further: potency means the concentration at half of the fitted maximal effect; nearly all actives have a fitted effect of over 70% in size; inactives centre near 23
# Target sequence (P83916 whole entry, looked up): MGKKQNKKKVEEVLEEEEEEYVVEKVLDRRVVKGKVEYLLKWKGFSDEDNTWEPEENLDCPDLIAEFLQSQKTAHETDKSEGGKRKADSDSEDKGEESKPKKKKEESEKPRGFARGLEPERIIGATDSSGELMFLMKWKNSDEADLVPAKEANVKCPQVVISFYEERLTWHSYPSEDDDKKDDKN
#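 Compound inhibition of the preformed complex between 50 nM HP1-beta and 50 nM biotinylated H3K9me3 peptide was read by AlphaScreen. Buffer was PBS pH 7.4 with 0.01% Tween-20. Incubations ran 30 min at room temperature, with 10 ug/mL donor/acceptor beads.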
# PI4K2A inh = inhibitors of human PI4K2A. purified PI4K2A, ADP-Glo luminescence, 1 h; active compounds read low. activity change, negative = inhibition, % at 76.9 µM. hit rate 0.13% among 420,000. AID 1346378; in the data active means activity change below about -50%; inconclusive means mostly about -30% to -49%;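 further: -100% = wells without enzyme as full effect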
# Target sequence (Q9BTU6 whole entry, looked up): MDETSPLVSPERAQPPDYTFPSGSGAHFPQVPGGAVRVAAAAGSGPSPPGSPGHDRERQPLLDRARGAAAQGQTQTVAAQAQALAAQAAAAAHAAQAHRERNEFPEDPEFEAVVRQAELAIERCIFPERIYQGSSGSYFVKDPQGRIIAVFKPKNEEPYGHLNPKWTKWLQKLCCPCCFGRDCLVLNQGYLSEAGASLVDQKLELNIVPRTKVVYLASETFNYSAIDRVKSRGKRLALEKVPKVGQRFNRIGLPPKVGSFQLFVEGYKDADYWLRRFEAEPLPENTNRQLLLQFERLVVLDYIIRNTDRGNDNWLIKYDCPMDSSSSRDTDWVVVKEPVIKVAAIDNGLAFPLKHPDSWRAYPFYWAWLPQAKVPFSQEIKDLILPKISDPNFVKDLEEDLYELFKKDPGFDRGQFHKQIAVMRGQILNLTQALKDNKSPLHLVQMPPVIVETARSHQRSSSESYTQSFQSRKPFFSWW
#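 PI4K2A activity was measured by ADP-Glo luminescence: enzyme (4 ug/mL stock) and phosphatidylinositol (1.2 mM stock) in Tris pH 7.5/MgCl2/EGTA/Triton X-100 buffer were reacted with ATP (300 microM stock) for one hour at ambient temperature.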
# ERG Ets-DNA blk = inhibitors of human ERG Ets domain-DNA interaction | P11308 | fluorescence polarization, His-ERG Ets domain / labelled DNA | Potency, µM (highest dose often 76.9 µM), without a hit: top-dose FP activity, negative = inhibition, hits mostly inhibitors | hit rate 0.028% among 370,000; active means well fitted inhibition curve with a large enough effect in the polarisation, with a control signal flat; inconclusive means small, poorly fitted or top-dose-only effect, or effect the other way, or a change in a side signal; inactive means no such curve, though single readings can be large or run the other way; the % refers to the polarisation;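 further: polarization taken with two DNA probes labelled with fluorescein and Texas red; potency means the concentration at half of the fitted maximal effect; % of control where 0% means no effect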
#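 His-tagged ERG Ets domain (1 uM in the protein solution; 300mM KCl, 50mM Tris-HCl, 1mM EDTA, 1mM DTT, pH 7.5) received compound, then a probe mix of 5 nM fluorescein-DNA and 100nM Texas-615-DNA. Fluorescence polarization was read for both dyes.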
# JMJD2A Tudor = blocks the human JMJD2A Tudor domain; Potency, µM (doses to about 114 µM), for inactives: at the highest dose activity change, negative = inhibition, most hits filed as inhibitors; hit rate 4.4% among 390,000; AID 504339; O75164; AlphaScreen JMJD2A-Tudor / H3K4me3 peptide binding; further: potency means the concentration at half of the fitted maximal effect; on the % scale 0 is the no-effect control and ±100 the full control effect; nearly all actives have a fitted effect of over 50% in size
# Starred values were filed as active, the others as inactive; i = inactive; ? = inconclusive; · = not tested or not shown; ! = not confirmed by another sample; [ ] = dose if it differs, or a comment. Unless noted, the call rests on the fitted dose curve; in most records, active means well fitted curve in the direction sought with a large enough effect; inconclusive means small, poorly fitted or top-dose-only effect, or another doubt; inactive means no such curve, though single readings can be large; an effect the other way counts as inactive or inconclusive.
SMILES,G9a block,Pin1 inh,GLS inh,PGK inhibitor,BAZ2B block,HP1b chromo inh,PI4K2A inh,ERG Ets-DNA blk,JMJD2A Tudor
COc1ccc(C(=O)NC(=S)NNC(=O)c2ccncc2)cc1Br,?,-12%,16%,-11%,6%,-1%,8,-1%,-35%
N#Cc1cnn(-c2cccc(Cl)c2)c1-n1cccc1,21%,5%,7%,i,1%,11%,-1,4%,3%
CCc1ccc2c(COn3nnc4ccc(S(=O)(=O)N(C)C)cc43)cc(=O)oc2c1,13%[59 µM],15%,0%,-6%,15%,14%,-5,5%,-18%
COCc1cc(=O)n2[nH]c(SC)nc2n1,-2%[12.7 µM],-4%,1%,-1%,9%,19%,-1,-11%,-21%
O=C(CNS(=O)(=O)Cc1ccccc1)NCc1ccccc1,-5%,-3%,-14%,-1%,1%,18%,-4,-10%,-16%
CC(OC(=O)c1oc2ccccc2c1CSC1CCCCC1)C(=O)NC(N)=O (centres undefined),9%[12.7 µM],8%,6%,-10%,?,1%,-2,-2%,-11%
O=[N+]([O-])c1ccc(Nc2ccccc2O)c2nonc12,?,-12%,32%[activator],-14%,?,?,-10,2%,50µM*
CCN(CC)S(=O)(=O)c1cccc(C(=O)Nc2ccc(C#N)cc2)c1,6%[59 µM],4%,-5%,3%,3%,21%,1,0%,-31%
COCCCNC(=O)C1CCCCN1S(=O)(=O)c1ccc(F)cc1 (centres undefined),-31%,-1%,12%,0%,-20%,21%,-1,-1%,-8%
O=C(CCc1nnc(C2(c3ccc(Cl)cc3)CCC2)o1)NCCCn1cccn1,-12%,-4%,-2%,5%,-7%,31%,2,5%,-13%

# Brought forward from above: two compounds, then new ones.
SMILES,G9a block,Pin1 inh,GLS inh,PGK inhibitor,BAZ2B block,HP1b chromo inh,PI4K2A inh,ERG Ets-DNA blk,JMJD2A Tudor
COCCCNC(=O)C1CCCCN1S(=O)(=O)c1ccc(F)cc1 (centres undefined),-31%,-1%,12%,0%,-20%,21%,-1,-1%,-8%
O=C(CCc1nnc(C2(c3ccc(Cl)cc3)CCC2)o1)NCCCn1cccn1,-12%,-4%,-2%,5%,-7%,31%,2,5%,-13%
O=C(CCC1COc2ccccc2O1)NC1CCCCC1 (centres undefined),2%,2%,3%,6%,12%,12%,2,-3%,-11%
Cc1onc(-c2c(F)cccc2Cl)c1C(=O)NC(=S)NCc1cccnc1,34%[59 µM],7%,27%,-1%,-8%,12%,2,15%,-33%
CC(c1ccccc1)C1OCC(C[N+]2(C)CCCCC2)O1 (centres undefined),?,-8%,-2%,-4%,-19%,?,-2,-12%,56µM*
O=C(CN1CCN(CC(=O)Nc2ccc3c(c2)OCO3)CC1)Nc1ccc(F)cc1,-4%[2.33 µM],-1%,-7%,-3%,8%,45%[activator],2,7%,8%
CCC(C)NC(=O)[C@H]1N2C(=O)c3ccccc3C2SC1(C)C (some centres undefined),2%,5%,-1%,0%,-23%,49%[activator],15,0%,-17%
CN1c2ccccc2C(O)=C(C(=O)Nc2ccccc2)S1(=O)=O,7%,-4%,19%,9%,-31%,28%,-7,1%,1%[57.1 µM]
CCOCCCn1c(=S)[nH]c2cc(C(=O)N3CCOCC3)ccc2c1=O,?,0%,-2%,-4%,?,17%,4,4%,22µM*
O=C(Nc1ccccc1)N1CCC(c2nc(-c3ccc(S(=O)(=O)N4CCOCC4)cc3)no2)CC1,9%,2%,4%,9%,2%,22%,1,-1%,-4%
Cc1cc(C)c(NC(=O)Cn2nc(-c3ccccc3)nc2-c2ccccc2)c(C)c1,-41%[59 µM],7%,-1%,i,-9%,27%,-2,0%,-26%[57.1 µM]
COc1ccc2c(c1)c1c(c(=O)n(-c3cccc(C)c3)c(=O)n1CC(=O)NCc1ccc(C)cc1)n2C,0%[59 µM],-11%,1%,-13%,-9%,46%[activator],-7,-2%,-1%
COc1ccc(C(=O)Nc2ccccc2C(=O)NCc2cccnc2)cc1OC,71µM*,-7%,-2%,-3%,-15%,39%,-2,-6%,-10%
CCCN(CCC)CC(O)COc1ccccc1C(=O)Nc1ccccc1 (centres undefined),2%,-7%,3%,-4%,1%,18%,4,-11%,-15%
CCOc1ccc(-c2nc(N)ncc2-c2ccc(OC)cc2)c(O)c1,?,-4%,12%,-2%,?,-10%,2,·,?
Cc1ccc(C2CC(C(F)(F)F)n3nc(C(=O)NCCN4CCOCC4)cc3N2)cc1 (centres undefined),10%,1%,27%,i,6%,37%,0,2%,-15%[57.1 µM]
CCC1Oc2ccccc2N(CC(=O)NCCCN2CCCCC2C)C1=O (centres undefined),3%[0.501 µM],6%,3%,-4%[11.5 µM],-2%,14%,-4,·,-12%
CCN(CC)S(=O)(=O)c1ccc(N2CCOCC2)c(NC(=O)c2cc([N+](=O)[O-])ccc2Cl)c1,?,5%,-3%,i,-19%,-8%,-4,-1%,-11%
CCC1CCCCN1CCCNC(=O)C1CCN(S(=O)(=O)N2CCC3(CC2)OCCO3)CC1 (centres undefined),6%,-9%,2%,7%,-2%[57.1 µM],47%[activator],1,-5%,-5%
COc1ccc(OCc2nnc(NC(=O)Nc3ccc(F)cc3)s2)cc1,·,8%,-1%,·,-10%,7%,-1,4%,?
COC(=O)/C=C(\C)NC(=O)c1ccc(F)cc1,24%,-1%,5%,-5%,?,25%,-9,-28%,12%
CCOc1ncccc1C(=O)OCC(=O)c1ccc(Cl)s1,4%,6%,2%,-2%,-3%,44%[activator],3,8%,7%
NC(=O)c1ccccc1OCc1nnc(-c2ccccc2Br)o1,-11%,6%,-6%,-3%,6%,11%,-1,4%,-4%
CCN(CC)C(=O)C1CCN(Cc2ccc(OCc3ccccc3)cc2)CC1,10µM*,-9%,-6%,-6%,?,?,10,1%,22µM*
CCc1cc2ccccc2nc1SCC(=O)N1CCN(C(=O)c2ccco2)CC1,50µM*,5%,6%,-7%,?,30%,1,-7%,-14%
CC(Oc1ccccc1Cl)C(=O)N(Cc1cccs1)C1CCS(=O)(=O)C1 (centres undefined),·,1%,2%,-1%,32%[activator],23%,5,1%,-8%
NS(=O)(=O)c1ccc(CNc2nc(-c3cccnc3)nc3ccccc23)cc1,-2%,11%,-3%,-2%,0%,38%[activator],-3,0%,-14%
CC(NS(=O)(=O)c1ccc(F)cc1)C(=O)Nc1ccc2c(c1)OCCO2 (centres undefined),·,-3%,-7%,-10%,-9%,19%,3,-1%,0%
Cc1cc(OCC(=O)NC2CC2)c2c(C)cc(=O)oc2c1,-5%,-11%,1%,-6%,-4%,43%[activator],0,2%,-5%
O=C1CCC(C(=O)N2CCCC2)CN1Cc1cccc(C(F)(F)F)c1 (centres undefined),9%,0%,-4%,5%,1%,27%,-1,-11%,-9%
CCCn1nc2cc(C(=O)NCc3ccc(C)cc3)ccc2c1OC,-2%[12.7 µM],-8%,10%,-13%,-5%,57%[activator],-3,21%,-13%
Cc1ccc(Cl)cc1-n1ncc2c(N3CCC(C)CC3)ncnc21,11%[59 µM],0%,-11%,0%,44%[activator],36%,0,-1%,12%
O=C(OCC#CCSc1nnc(-c2cccc3ccccc23)o1)c1ccco1,21%[0.501 µM],13%,-6%,-5%,79µM*!,54%,0,2%,7%
CCOc1ccc(CCNC(=O)c2sc3nc4n(c(=O)c3c2C)CCCC4)cc1OCC,-35%[59 µM],?,12%,i,56µM*,71%[activator],-4,-5%,-14%
CC1=C(c2ccc(Cl)cc2)S(=O)(=O)NC1=NCCCN1CCN(c2cc(C)ccc2C)CC1,?,21%,7%,-21%,-21%,25%,-2,0%,16µM*
Cc1ccc(NC(=O)c2c3c(nc4ccccc24)C(=O)N(C2CCCCC2)C3)cc1F,10%[59 µM],1%,-4%,-5%,-7%,?,3,17%,-16%
O=C(NCc1ccccn1)C(=O)Nc1cccc2ccccc12,4%,0%,0%,-4%,5%,32%,3,-6%,-18%
COc1cc2c(cc1OC)C(COc1ccc3c(C)cc(=O)oc3c1)N(C(=O)c1ccc(Cl)cc1)CC2 (centres undefined),0%[59 µM],5%,0%,-10%,3%,11%,-1,0%,-20%
Cc1cc(=O)[nH]c(NN=C2C3CC4CC(C3)CC2C4)n1,2.5µM*,-1%,0%,i,8%,43%[activator],0,0%,?
CCN(CC)S(=O)(=O)c1ccc(C(=O)OCCN2C(=O)CCC2=O)cc1,2%,-8%,-4%,-8%,-4%,40%[activator],-1,0%,0%
COc1cccc2c1c(NC(=O)Nc1ccc(F)cc1F)nn2C,-5%,4%,-2%,15%,-35%,38%,10,-8%,-6%
CC(C)(C)C(=O)c1sc(Nc2ccccc2)nc1N,25µM*,1%,-12%,-4%,50µM*,?,1,·,56µM*
O=[N+]([O-])c1ccc(O)c(Nc2c([N+](=O)[O-])ccc3nonc23)c1,50µM*,4%,0%,-19%,50µM*,-24%[57 µM],-16,-7%,?
O=C(c1ccco1)N1CCN(c2ccc(Cl)c(Cl)c2)CC1,·,-1%,-3%,-10%,·,15%,3,-10%,-18%
